Assay outcomes deposited in PubChem BioAssay by National Center for Advancing Translational Sciences (NCATS).
TDP1 inh – inhibitors of human tyrosyl-DNA phosphodiesterase TDP1; AID 485290; Potency, µM (titrated, usually from 130 µM), for inactives: at the highest dose activity change, negative = inhibition, usual class: inhibitors; recombinant TDP1, AlphaScreen DNA substrate cleavage; Q9NUW8; 350,000 compounds, 0.28% hits; further: nearly all actives have a fitted effect of over 40% in size
Target sequence (Q9NUW8 whole entry, looked up): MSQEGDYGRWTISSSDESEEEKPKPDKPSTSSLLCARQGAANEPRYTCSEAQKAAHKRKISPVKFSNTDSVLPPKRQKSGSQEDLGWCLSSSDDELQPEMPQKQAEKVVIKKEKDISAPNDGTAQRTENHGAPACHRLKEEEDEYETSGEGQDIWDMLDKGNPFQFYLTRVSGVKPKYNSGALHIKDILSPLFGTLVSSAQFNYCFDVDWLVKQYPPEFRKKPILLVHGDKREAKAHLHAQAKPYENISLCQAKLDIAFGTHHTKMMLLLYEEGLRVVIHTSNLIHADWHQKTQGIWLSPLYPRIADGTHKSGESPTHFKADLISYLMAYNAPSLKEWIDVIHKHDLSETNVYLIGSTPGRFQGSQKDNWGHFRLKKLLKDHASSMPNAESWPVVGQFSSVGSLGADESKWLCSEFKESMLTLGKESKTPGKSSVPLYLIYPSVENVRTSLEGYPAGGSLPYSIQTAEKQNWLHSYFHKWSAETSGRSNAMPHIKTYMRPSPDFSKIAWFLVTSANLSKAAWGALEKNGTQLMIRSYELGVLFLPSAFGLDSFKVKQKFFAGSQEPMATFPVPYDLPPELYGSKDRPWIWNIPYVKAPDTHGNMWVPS
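Here, a 5' biotin and 3' phosphotyrosine-FITC DNA oligonucleotide reports Tdp1 activity: intact substrate bridges AlphaScreen beads, while cleavage leaves a 3' phosphate and drops signal. All incubations at room temperature.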
FEN1 inhibitor – inhibitors of human flap endonuclease 1 | P39748 | Recombinant FEN1 flap cleavage, fluorescence, 15 min | Potency, µM (doses to about 114 µM), inactives show top-dose activity change, negative = inhibition, most hits filed as inhibitors | 390,000 compounds, 0.35% hits; further: nearly all actives have a fitted effect of over 65% in size
Target sequence (P39748 whole entry, looked up): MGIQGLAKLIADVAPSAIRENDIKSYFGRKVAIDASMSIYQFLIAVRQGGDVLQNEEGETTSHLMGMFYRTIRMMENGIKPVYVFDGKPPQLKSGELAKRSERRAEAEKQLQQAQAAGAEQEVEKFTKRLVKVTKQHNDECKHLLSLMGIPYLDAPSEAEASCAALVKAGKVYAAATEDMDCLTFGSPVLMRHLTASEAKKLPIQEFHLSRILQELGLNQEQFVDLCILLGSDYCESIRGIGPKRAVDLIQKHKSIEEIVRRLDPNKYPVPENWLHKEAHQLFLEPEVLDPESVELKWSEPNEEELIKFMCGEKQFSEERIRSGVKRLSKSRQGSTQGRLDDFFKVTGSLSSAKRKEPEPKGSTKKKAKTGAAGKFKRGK
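FEN1 at 10 nM, compound pretreatment for 15 min (room temperature), 50 nM final substrate to initiate; endpoint reads at 0 and 15 min; DMSO-only plates used as vehicle background.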
N370S GC – N370S glucocerebrosidase modulation, Gaucher chaperone candidate; P04062; N370S GC spleen homogenate, 4MU-glucoside fluorescence; Potency, µM (top dose mostly 59.4 µM), inactives show top-dose activity change, negative = inhibition, hits mostly inhibitors; 330,000 compounds, 0.092% hits;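 further: 0% = full enzyme activity and -100% = no enzyme basal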
Numbers without * were called inactive; ? = inconclusive; nt = no result given; & = joins results of further samples; [ ] = remark or other dose. The call rests on the fitted dose curve; in most records, active means well fitted curve in the direction sought with a large enough effect; inconclusive means small, poorly fitted or top-dose-only effect, or another doubt; inactive means no such curve, though single readings can be large; an effect the other way counts as inactive or inconclusive. Unless noted, on the % scale 0 is the no-effect control and ±100 the full control effect; potency means the concentration at half of the fitted maximal effect.

TDP1 inh | FEN1 inhibitor | N370S GC | Compound
nt | 15% | -11% | O=C(N/N=C/c1cc2cc3c(cc2nc1Cl)OCO3)c1ccncc1
1% | -12% | -7% | COc1ccc(/C(O)=C2/C(=O)C(=O)N(c3ccccn3)C2c2ccc(OC)c(OC)c2)cc1 (stereo unspecified)
10%[12.3 µM] | 2% | 1%[12.8 µM] | COC(=O)C1=C(C(=O)OC)[C@@H]2N(C)c3ccccc3[C@@]23C[C@@H](C(=O)OC)N(C(=O)COCc2ccccc2)C3=N1
2% | -20% | nt | CC(C)Oc1ccccc1-c1nc(SCC(=O)c2ccc(F)cc2)n[nH]1
-8%[0.505 µM] | 2% | 2% | COc1ccc(Cl)cc1NC(=O)CN(C)C(=O)c1cc2ccccc2cc1OC
3% | 3% | -2% | Cc1cc(-c2nnc(CCC(=O)N(CC3CCC3)CC3CCCO3)o2)no1 (stereo unspecified)
9% | 4% | 5% | COc1ccc(S(=O)(=O)NCc2cc(-c3ccccc3Cl)no2)cc1
1% | 0% | 2% | COc1cccc(CNC(=O)Cc2ccc(S(=O)(=O)N3CCOCC3)s2)c1
1% | -1% | 21% | O=C(Nc1ncc(C(F)(F)F)cc1Cl)C1COc2ccccc2O1 (stereo unspecified)
nt | 8% | ? | O=c1c(-c2ccccc2Cl)coc2c(CN3CCCCC3)c(O)ccc12
6% | 7% | nt | Cc1c(C(=O)N2CCC(C)CC2)c(S(=O)(=O)Nc2cccc(C(F)(F)F)c2)c(C)n1C
0% | -2% | 0% | O=C(Cc1ccc(S(=O)(=O)N2CCOCC2)s1)N1CCN(S(=O)(=O)c2cccc(Cl)c2)CC1
3% | -7% | -3% | Cc1ccc(NC(=O)c2ccc(Nc3ccccc3F)nc2)cc1
3% | -15% | ? | N#Cc1c(-c2cccs2)nc(SCC(=O)c2cccs2)[nH]c1=O
2% | -4% | 2% | COc1ccc(CCNC(=O)C23CCC(C)(C(=O)O2)C3(C)C)cc1OC (stereo unspecified)
5% | -17% | 0% | O=C(Nc1ccccc1)Nc1cnccn1
5% | 4% | 8% | Fc1cccc(Cl)c1CSc1nnc2ccccn12
-19%[56.1 µM] | -8% | nt | Cc1ccccc1OCC(=O)OCC(=O)Nc1ncc(Cl)c(C)c1Cl
5% | 12% | nt | Cc1noc(-c2ccc(-c3noc(-c4ccc([N+](=O)[O-])c(C)c4)n3)cc2)n1
nt | -13% | 3% | Clc1ccccc1OCc1nn2c(-c3ccncc3)nnc2s1
2% | 1% | 4% | O=C(OCc1cc2ccccc2[nH]c1=O)c1ccccn1
0% | -4% | nt | COc1ccccc1CC(=O)N1CCN(S(=O)(=O)c2ccccc2F)CC1
3% | 7% | -4% | COc1cc([N+](=O)[O-])ccc1NC(=O)CCN1C(=O)C2C3CCC(C3)C2C1=O (stereo unspecified)
-13% | -16% | 4% | COC(=O)COC(=O)CC(CC(N)=O)c1ccccc1 (stereo unspecified)
1% | -8% | -10% | Cc1ccc(NC(=O)COC(=O)c2ccccc2Cl)cc1S(=O)(=O)N(C)C
-3% | -14% | -19% | CC(=O)c1csc(COc2ccccc2)n1
14%[56.1 µM] | nt | 3% | CCOC(=O)OC(C)OC(=O)C1N2C(=O)C(NC(=O)C(N)c3ccccc3)C2SC1(C)C (stereo unspecified)
7% | -10% | 14% | CCN(CC(=O)Nc1ccc2c(c1)OCO2)Cc1nc2ccccc2c(=O)[nH]1
-2% | 1% | -1% | Cc1ccc(C(=O)OCC(=O)NC2CCCCC2)s1
9% | 7% | -1% | Cc1cc(OCC(=O)NCc2ccncc2)c2c(C)cc(=O)oc2c1

Overlap with the part before: 6 entries, then new ones.
TDP1 inh | FEN1 inhibitor | N370S GC | Compound
1% | -8% | -10% | Cc1ccc(NC(=O)COC(=O)c2ccccc2Cl)cc1S(=O)(=O)N(C)C
-3% | -14% | -19% | CC(=O)c1csc(COc2ccccc2)n1
14%[56.1 µM] | nt | 3% | CCOC(=O)OC(C)OC(=O)C1N2C(=O)C(NC(=O)C(N)c3ccccc3)C2SC1(C)C (stereo unspecified)
7% | -10% | 14% | CCN(CC(=O)Nc1ccc2c(c1)OCO2)Cc1nc2ccccc2c(=O)[nH]1
-2% | 1% | -1% | Cc1ccc(C(=O)OCC(=O)NC2CCCCC2)s1
9% | 7% | -1% | Cc1cc(OCC(=O)NCc2ccncc2)c2c(C)cc(=O)oc2c1
nt | 5% | -7% | O=C(NCc1ccncc1)C1CCN(S(=O)(=O)c2ccc(F)cc2)CC1
3% | -10% | -4% | CC(NC(=O)c1ccco1)C(=O)OCC(=O)c1ccc(Cl)s1 (stereo unspecified)
3% | -20% | 28% | O=C(Nc1ccc(F)cc1)c1ccc(CSc2ccc(Cl)cc2)o1
-1% | -7% | 6% | Cc1ccc(C(=O)NCCC2=CCCCC2)cc1S(=O)(=O)N1CCCCC1
2% | -1% | -13% | O=c1nc(-c2ccccc2)cn[nH]1
-1% | ? | -2% | CC(=O)OCCCNc1cc(Sc2ccc(Cl)cc2)c2nonc2c1[N+](=O)[O-]
0% | ? | nt | NS(=O)(=O)Nc1c(Br)cc(Br)c2cccnc12
5% | 14% | nt | CCc1ccc(NC(=O)c2ccc(F)c(S(=O)(=O)N3CCC4(CC3)OCCO4)c2)cc1
13% | -4% | 5% | Cc1ccc(C(C)C)cc2c(C)ccc1-2
5% | 9% | nt | COc1ccc(C(=O)N(Cc2ccco2)Cc2ccco2)cc1
1% | 6% | -9% | C/C(CC1CC(COCCC(C)C)OC1=O)=N\NC(N)=S (stereo unspecified)
2% | -14% | 17% | COc1cccc(C(=O)COc2cccc(NC(=O)c3cccc([N+](=O)[O-])c3)c2)c1
-4% | 2% | 5% | Cc1cccc(NC(=O)c2ccco2)c1C(=O)O
-2% | -8% | nt | CCOc1ccc(C(=O)Nc2ccc3nc(SCC(=O)N4CCCC4)sc3c2)cc1
3% | -17% | nt | CN(C)c1ccc(-c2noc(C3CC(=O)N(c4ccc5c(c4)OCCO5)C3)n2)cc1 (stereo unspecified)
4% | -7% | 1% | CC1CCN(c2ccc(C(=O)N3CCOCC3)cc2[N+](=O)[O-])CC1
4%[21 µM] | nt | 5%[12.8 µM] | O=C1[C@H]2[C@H]3[C@H](O)[C@H](O)C/C(=N/OCc4ccccc4)[C@H]3CC[C@@H]2C(=O)N1Cc1ccccc1
6% | 19% | 6% | NC(=O)C1CCCNC1 (stereo unspecified)
6% | 6% | 7% | Cc1nc2cc(C(=O)N3c4ccccc4CC3C)ccc2s1 (stereo unspecified)
5% | -16% | nt | O=C(CN1C(=O)COc2ccc(S(=O)(=O)N3CCCCC3)cc21)NCCc1ccc(Cl)cc1
0% | -4% | -9% | COc1cccc(CN(C)C(=O)c2cccc(S(=O)(=O)N3CCN(Cc4ccccc4)CC3)c2)c1OC
6% | -4% | nt | CCCCNC(=O)c1cc2n(n1)CCCN(Cc1ccc(C)cc1)C2=O
4% | -4% | 3% | CCOc1ccc(Oc2nc(NCC(C)C)nc(OC)n2)nn1
nt | -1% | -7% | COc1ccccc1-n1c(SC)nc2c(sc(=S)n2-c2ccccc2)c1=O
nt | -1% | -11% | Oc1c(Cl)cc(Cl)cc1C=Nc1ccc(N2CCOCC2)cc1
0% | -5% | 6% | COc1ccc2cc(C(=O)C3CCCN(C(=O)CSc4nnc(C)o4)C3)ccc2c1 (stereo unspecified)
0% | -12% | -5% | Cc1ccc(C(=O)NCCONC(=O)c2ccc(C)cc2)cc1
2% | 0% | nt | CCN1CCN(C(=O)c2ccc(S(=O)(=O)Nc3ccccc3)cc2)CC1
9% | -5% | nt | O=C1c2oc3ccccc3c(=O)c2C(c2ccc(O)cc2)N1Cc1ccc2c(c1)OCO2 (stereo unspecified)
2% | 8% | 3%[2.35 µM] | COc1ccc(-n2nnnc2SCC(=O)NCCc2ccc(OC)c(OC)c2)cc1

Next section
TDP1 inh | FEN1 inhibitor | N370S GC | Compound
2% | -2% | -2% | O=C(Nc1ccc(F)cc1)NC1(C(=O)NCc2ccc3c(c2)OCO3)CCCCC1
5% | 7% | nt | O=C(NCc1ccc2c(c1)CCN2C(=O)c1ccc(F)cc1)c1cc2ccccc2[nH]1
nt | -1% | 6% | Cc1cc(Cl)ccc1C(=O)C1CCCN(C(=O)CCn2cnnn2)C1 (stereo unspecified)
nt | -5% | -25% | CCOc1ccc(S(=O)(=O)Nc2ccc(C(=O)NCC3(N4CCCCC4)CCCCC3)cc2)cc1
0% | -1% | 3% | COc1ccc(C2(C(=O)NC3CCCCC3)CCOCC2)cc1OC
nt | 0% | ? | CC(C)NC(=S)NC(c1ccccc1)(c1ccccc1)c1ccccc1
-1% | -3% | -5% | COc1cc(/C=N/NC(=O)CN2CCOCC2)ccc1OCc1ccccc1
-2% | -1% | 2% | CCN(c1ccccc1)S(=O)(=O)c1ccc2[nH]cc(C(=O)NCCOC)c(=O)c2c1
3% | 7% | nt | Cc1ccc(C)c(CNC(=O)c2ccc3c(c2)nc2n3CCOC2)c1
9% | -25% | 5% | CN1CC(c2ccccn2)C2(SC(=S)N(Cc3ccccc3)C2=O)C12C(=O)Nc1ccccc12 (stereo unspecified)
8% | -6% | -4% | Cc1cc(C)c(S(=O)(=O)N2CCN(c3ccc([N+](=O)[O-])c(-n4nc(C)cc4C)c3)CC2)c(C)c1
-2% | -11% | 8% | COc1ccc(-n2c(SCC(=O)NCc3cccs3)nc3[nH]ncc3c2=O)cc1
7% | 0% | 5% | CCCOc1ccc(C(=O)NCC2OCCc3ccccc32)cc1OC (stereo unspecified)
nt | -15% | -6% | CC[C@@H](C)[C@H](NC(=O)Cc1c(C)c2cc3c(C)coc3c(C)c2oc1=O)C(=O)O
nt | -11% | 0% | CC1(C)CC(=O)C2=C(C1)Nc1ccccc1[S@]2=O
2% | -7% | 16% | COc1ccc(C(=O)N2C(=O)c3ccc(N)cc3C2=O)cc1
4% | -3% | -3% | CNC(=O)N1CCN(C(=O)NC)CC1
7% | 18% | 2% | C/C(Cc1ccccc1)=N\NC(=O)CNC(=O)COc1cccc(C)c1
-3%[56.1 µM] | nt | -6% | COc1ccc2c(c1)CCC1C2CC[C@@]2(C)C1CC[C@@H]2NCCCCCCN1C(=O)C=CC1=O (stereo partly specified)
0%[56.1 µM] | -11% | nt | CC(C)n1ncc2c(C(=O)Nc3ccc(CC#N)cc3)cc(C3CC3)nc21
6% | -11% | -12% | NC(=O)C1(c2ccccc2)CCCN1C(=O)c1ccccc1Br (stereo unspecified)
4% | -1% | 11% | Cc1ccc(NC(=O)C2CC(=O)OC23CCOC(C)(C)C3)cc1 (stereo unspecified)
1% | -4% | 1% | Cc1nc2nc[nH]n2c(=O)c1CCOC(=O)c1c(F)cccc1F
2% | 2% | 27% | Cc1noc(C)c1COC(=O)c1ccccc1NC(=O)c1ccco1
2% | 7% | 16% | CCOC(=O)c1ccc(CSc2nnc(-c3ccncc3)n2N)cc1
7% | -15% | nt | COc1ccc(NC(=O)c2c(NCc3ccc(C)o3)sc3c2CCCCC3)c(OC)c1
-1%[56.1 µM] | 3% | nt | CC(OC(=O)c1ccc(Br)o1)C(=O)Nc1ccc2c(c1)OCCO2 (stereo unspecified)
0% | 10% | 3% | COc1ccc(C2N(c3ccc(OC)cc3)C(=S)N3CCCN23)cc1 (stereo unspecified)
7% | -7% | 13% | CCCCCC1CCC(C(=O)NNC(=S)NCC)CC1 (stereo unspecified)
4% | -1% | 9% | COc1cc(C=Nc2ccccc2C(=O)Nc2ccccc2)cc(OC)c1OC

3 compounds out of the list above, ordered by the value under N370S GC, largest number first.
TDP1 inh | FEN1 inhibitor | N370S GC | Compound
0% | -1% | 3% | COc1ccc(C2(C(=O)NC3CCCCC3)CCOCC2)cc1OC
-2% | -1% | 2% | CCN(c1ccccc1)S(=O)(=O)c1ccc2[nH]cc(C(=O)NCCOC)c(=O)c2c1
nt | -15% | -6% | CC[C@@H](C)[C@H](NC(=O)Cc1c(C)c2cc3c(C)coc3c(C)c2oc1=O)C(=O)O

(further entries)
TDP1 inh | FEN1 inhibitor | N370S GC | Compound
nt | -2% | 20% | CCc1ccc(Nc2n[n+](-c3ccccc3)c(-c3ccc(C(=O)O)cc3)s2)cc1
2%&4% | -15%&-3% | 3% | Cc1ccc(NS(=O)(=O)c2ccc3c(c2)NC(=O)CCS3)cc1F
8% | 20% | -1% | COc1ccccc1OCCCC(=O)Nc1ccc(N2CCOCC2)cc1
3% | -16%&4% | 3% | c1coc(CNc2ncnc3nc[nH]c23)c1
3% | 6% | -19% | O=C(NC(=O)c1ccc(Cl)cc1)OC1CCCCC1
-3% | 13% | ? | CCC(=O)Nc1c(OC(=O)CC)ccc2c(C)cc(=O)oc12
5% | -14% | 4% | Cc1ccc2c(C)nc(N/C(N)=N/S(=O)(=O)c3ccc([N+](=O)[O-])cc3)nc2c1
2% | 2% | -15% | COc1cc(C(=O)N2CCCCCCC2)ccc1OC1CCN(C(C)=O)CC1
8%&7% | ? | ? | Oc1ccc(NCc2ccccc2OCc2ccccc2)cc1
1% | 14% | -2% | CCCCCN(C(=O)CCC(=O)OCC(=O)N1CCCCC1C)c1c(N)n(CCCC)c(=O)[nH]c1=O (stereo unspecified)
10% | 0% | 7% | CCOc1ccc2nc(N3C(=O)CNC3=S)sc2c1
nt | 5% | -7% | COc1cccc(OC)c1C(=O)N1CCNCC1
